PAFAH1B3 inh = blocks human PAF acetylhydrolase 1B catalytic subunit 3; 340,000 tested, 0.28% active; recombinant PAFAH1B3, FP-rhodamine probe, fluorescence polarization; AID 492972; inhibition, % at 3.39 µM; Q15102;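 active = inhibition above the screen-wide average of all tested compounds plus 3 SD, cut at about 25% in these data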;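 note: 0% = enzyme with DMSO only and 100% = wells lacking PAFAH1B3 protein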
PAFAH2 FP inh = inhibitors of human PAFAH2; recombinant PAFAH2, FP-rhodamine activity probe, fluorescence polarization; 340,000 tested, 0.99% active; inhibition, % at 3.39 µM;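 active = inhibition above the mean over all tested compounds plus 3 SD, cut at about 30% in these data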;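 note: inhibitors block probe labeling of enzyme so polarization drops; 0% = enzyme with DMSO and 100% = wells lacking PAFAH2 protein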
LYPLA1 counter = blocks human lysophospholipase 1, a PME1 counter-screen; recombinant LYPLA1, FP-Rh probe fluorescence polarization; O75608; 320,000 tested, 0.16% active; inhibition, % at 5.9 µM; AID 2174;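 active = inhibition above the mean of all tested compounds plus 3 SD, set per campaign, cut at about 14% in these data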;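 note: inhibitors block serine hydrolase probe labeling of LYPLA1 so polarization falls; 0% = enzyme with DMSO and 100% = wells lacking LYPLA1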
Target sequence (O75608 whole entry, looked up): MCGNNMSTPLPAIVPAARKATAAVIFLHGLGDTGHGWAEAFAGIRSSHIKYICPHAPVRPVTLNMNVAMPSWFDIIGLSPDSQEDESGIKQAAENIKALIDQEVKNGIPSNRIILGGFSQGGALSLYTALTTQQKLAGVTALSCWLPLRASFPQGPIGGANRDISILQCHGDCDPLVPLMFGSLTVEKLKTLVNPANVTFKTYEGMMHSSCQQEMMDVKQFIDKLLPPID
PAFAH1B2 FP inh = blocks human PAF acetylhydrolase 1b catalytic subunit 2. recombinant PAFAH1B2, FP-rhodamine activity probe, fluorescence polarization. inhibition, % at 3.39 µM. 340,000 tested, 1.2% active. AID 492953;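 active = inhibition above the mean of all tested compounds plus 3 SD, cut at about 24% in these data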;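 note: 0% = enzyme with DMSO and 100% = wells lacking PAFAH1B2; many of its hits are not listed in these tables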
PAD4 FP inh = inhibitors of human PAD4; 330,000 tested, 0.41% active; recombinant PAD4, RCA probe fluorescence polarization; Q9UM07; inhibition, % at 6.36 µM;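 active = percent inhibition above a cutoff equal to the mean of all tested compounds plus 3 SD, cut at about 15% in these data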;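 note: 0% = PAD4 with RCA probe and DMSO and 100% = probe without PAD4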
LYPLA2 counter = LYPLA2 (human) inhibition in PME1 counter-screen. 320,000 tested, 0.38% active. AID 2177. recombinant LYPLA2, FP-Rh probe fluorescence polarization. O95372. inhibition, % at 5.9 µM;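 active = inhibition above the screen-wide mean plus 3 SD, limit set per campaign, cut at about 26% in these data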;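 note: 0% = LYPLA2 with DMSO and 100% = wells lacking LYPLA2 enzyme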
PME-1 inh = blocks human protein phosphatase methylesterase 1 | 320,000 tested, 0.53% active | inhibition, % at 5.9 µM | Q9Y570 | recombinant PME-1, FP-Rh probe fluorescence polarization;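 active = inhibition above the campaign mean of all compounds plus 3 SD, cut at about 26% in these data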;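 note: competitive labeling of PME-1 active site by serine hydrolase directed probe; 0% = PME-1 with DMSO and 100% = wells lacking PME-1 enzyme; inhibitors block probe labeling so polarization falls and inhibition rises; many of its hits are not listed in these tables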
Target sequence (Q9Y570 whole entry, looked up): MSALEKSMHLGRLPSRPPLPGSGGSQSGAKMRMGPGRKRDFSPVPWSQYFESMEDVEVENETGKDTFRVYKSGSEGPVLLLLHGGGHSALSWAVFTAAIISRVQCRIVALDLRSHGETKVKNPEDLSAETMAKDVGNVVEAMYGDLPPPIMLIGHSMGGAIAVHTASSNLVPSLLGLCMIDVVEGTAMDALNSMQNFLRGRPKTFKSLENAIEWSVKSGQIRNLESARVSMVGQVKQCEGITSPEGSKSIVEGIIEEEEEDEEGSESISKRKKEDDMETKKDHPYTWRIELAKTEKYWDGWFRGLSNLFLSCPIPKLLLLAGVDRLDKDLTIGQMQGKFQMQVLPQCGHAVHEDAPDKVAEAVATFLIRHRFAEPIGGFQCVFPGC
GSTO1 inh = GSTO1 inhibition, counter-screen for RBBP9 inhibitors; 300,000 tested, 1.1% active; inhibition, % at 5.96 µM; recombinant GSTO1, activity-based probe fluorescence polarization; AID 1974;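 active = inhibition above the campaign mean inhibition plus 3 SD, cut at about 35% in these data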;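 note: 0% = GSTO1-1 with DMSO and 100% = wells lacking GSTO1-1 enzyme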
pPAFAH inh = inhibitors of human plasma PAF acetylhydrolase (pPAFAH); Q13093; recombinant pPAFAH, FP-rhodamine probe fluorescence polarization; inhibition, % at 3.39 µM; 330,000 tested, 1.5% active;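 active = inhibition above the mean inhibition across the screen plus 3 SD, cut at about 25% in these data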;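 note: inhibitors block binding of the rhodamine activity-based probe so polarization drops; 0% = enzyme with DMSO and 100% = wells lacking pPAFAH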
Target sequence (Q13093 whole entry, looked up): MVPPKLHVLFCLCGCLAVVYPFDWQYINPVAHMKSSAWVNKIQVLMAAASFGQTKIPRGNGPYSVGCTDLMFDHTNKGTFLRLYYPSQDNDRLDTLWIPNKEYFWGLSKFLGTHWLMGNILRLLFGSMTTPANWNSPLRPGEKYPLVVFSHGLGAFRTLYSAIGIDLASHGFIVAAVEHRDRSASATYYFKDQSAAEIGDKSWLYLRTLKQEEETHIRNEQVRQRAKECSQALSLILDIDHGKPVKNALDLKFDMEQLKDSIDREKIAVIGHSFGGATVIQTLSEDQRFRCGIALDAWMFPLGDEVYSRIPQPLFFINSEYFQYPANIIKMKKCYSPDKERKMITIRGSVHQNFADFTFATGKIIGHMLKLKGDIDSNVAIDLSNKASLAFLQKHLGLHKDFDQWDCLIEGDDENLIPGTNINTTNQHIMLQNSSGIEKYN
* = called active by the depositor; / = not tested or not shown; & = joins results of further samples.

Molecule | PAFAH2 FP inh | LYPLA2 counter | PAFAH1B3 inh | LYPLA1 counter | pPAFAH inh | PME-1 inh | PAFAH1B2 FP inh | PAD4 FP inh | GSTO1 inh
CN(C)S(=O)(=O)c1cccc(NC(=O)c2c[nH]c3ccccc23)c1 | -19.9 | -34.1 | -12.3 | -14.7 | -9.2 | -14.6 | -2.8 | 2.5 | -8.3
COc1ccc(NC(=O)CN(CC(=O)Nc2ccc(OC)cc2)C(C)(C)CO)cc1 | -6.4 | 1.3 | 7.8 | -0.4 | 4.7 | -2.3 | 7.3 | 2.4 | 9.5
COc1ccc(S(=O)(=O)Cc2ccc(C(=O)O)o2)cc1 | 6.1 | -7.5 | 5.9 | -1.7 | -0.9 | -3.3 | 0.0 | 2.5 | -1.5
CCOC(=O)c1c(C)[nH]c(C)c1S(=O)(=O)NCCc1cccs1 | -1.8 | 6.2 | 3.6 | 0.9 | 3.5 | 5.4 | -0.8 | -5.8 | -1.6
Cc1ccc(/C=C/C(=O)Nc2nnc(C)s2)o1 | -11.3 | -7.4 | 10.6 | -3.8 | -1.9 | -3.4 | -3.2 | -3.3 | 2.4
COc1ccc2cc(C(c3nnnn3C(C)(C)C)N3CCSCC3)c(=O)[nH]c2c1 (stereo not given) | 15.7 | 0.1 | 6.8 | 0.5 | 0.0 | 1.9 | -2.4 | -3.8 | 4.0
COc1cccc(SCc2noc(C(=O)NC(C)C)c2C(=O)NC(C)C)c1 | 0.2 | -1.8 | 11.2 | 0.0 | 1.3 | -1.9 | 2.2 | -6.2 | 5.8
O=C(NC(=S)NCc1cccnc1)c1cc(Br)ccc1Cl | -2.7 | 3.6 | -2.6 | 1.9 | -2.0 | 4.5 | 2.7 | -1.5 | 4.2
C[C@H](NC(=O)c1nc[nH]c1C(=O)N1CCN(c2ccccc2)CC1)C(=O)OCc1ccccc1 | -1.0 | -3.0 | -0.6 | -1.1 | 4.3 | -2.9 | 5.4 | 4.1 | -3.9
COC(=O)CC1Oc2ccc(C)cc2NC1=O (stereo not given) | 10.3 | -1.1 | 3.2 | 4.8 | 6.3 | -3.0 | -0.5 | -2.8 | 3.4
CCCNC(=O)N1CCN(Cc2ccco2)CC1 | 2.2 | -1.1 | -5.0 | 0.5 | 0.0 | -3.4 | -0.2 | -7.2 | 1.6
CCCCNC(=O)c1ccc(CNc2c(N3CCC(C(=O)OCC)CC3)c(=O)c2=O)cc1 | -2.8&3.6 | 6.7 | 9.7&-3.9 | 3.2 | 6.2 | 2.9 | 1.4&3.2 | 1.9 | 1.8
CCN(CC)S(=O)(=O)c1cccc(C(=O)N/N=C/c2ccc(O)c(O)c2O)c1 | 7.7 | -9.0 | 16.6 | -12.4 | 30.1* | 11.2 | 14.0 | -0.6 | 63.1*
O=C(O)c1cccc(-n2sc3ccccc3c2=O)c1 | 5.8 | 6.1 | 5.6 | -0.6 | 4.9 | -0.3 | -0.2 | 56.1* | /
COCCNC(=O)Cn1c(=O)n(C)c2ccccc21 | 5.3 | 2.9 | 4.9 | -0.2 | 5.1 | 6.7 | 5.6 | -0.9 | 2.9
CSc1nc2nc3c(c(=O)n2[nH]1)CCC3 | -9.7 | -3.6 | -2.4 | -4.0 | 1.4 | -3.0 | 3.0 | -1.1 | 1.2
O=C(C[N+]12CC[N+](CC(=O)c3ccc(F)cc3)(CC1)CC2)c1ccc(F)cc1 | -3.4 | 2.6 | 2.5 | -0.5 | -2.4 | -4.6 | 2.7 | -0.5 | 10.9
COc1ccc(-n2c3c(cc(C(=O)N4CCCCC4)c2=O)C(=O)CC(C)(C)C3)cc1 | 6.3 | -2.9 | -4.0 | 1.6 | 6.0 | -3.6 | 5.5 | -1.9 | 0.7
COc1ccc(-c2nc(CS(=O)CC(=O)NC(C)CCc3ccccc3)c(C)o2)cc1OC (stereo not given) | -4.8 | -0.5 | -1.4 | -1.6 | -1.7 | -6.2 | -3.9 | 0.5 | 0.0
O=C(CCSCc1ccc(Cl)cc1)NCCC1=CCCCC1 | -3.0 | 7.0 | 1.9 | 4.2 | 11.8 | 7.1 | 19.8 | 0.5 | 0.1
COc1ccc(C)cc1NC(=O)c1ccc(OCc2c(C)noc2C)cc1 | -0.6 | / | 8.8 | / | -0.6 | / | -0.1 | -0.8 | /
COc1ccc(C(=O)Nc2nnc(S(=O)(=O)N3CCOCC3)s2)cc1 | -2.0 | 7.3 | 5.7 | 1.8 | 0.1 | 1.2 | 4.7 | 4.6 | -8.3
CN(C)/C=C1\C(=O)N(c2ccc(F)cc2F)C(c2cccnc2)S1(=O)=O (stereo not given) | 1.3 | -10.7 | 3.8 | -0.7 | 1.6 | 3.4 | 5.4 | 1.4 | 0.7
COCCCNC(=O)/C=C/c1ccc(OCc2c(F)cccc2Cl)cc1 | 5.3 | 10.3 | 2.0 | -6.0 | 19.8 | -2.3 | 1.6 | -3.4 | 1.5
C/C(N)=C(/C#N)C(=O)CSc1nc2ccccc2c(=O)n1CCCOC(C)C | 0.4 | 1.5 | 8.9 | -2.7 | 2.4 | 6.1 | -2.2 | 5.3 | 2.1
Nc1c(S(=O)(=O)c2ccccc2)c2nc3ccccc3nc2n1CCN1CCOCC1 | 6.4 | 11.9 | 5.2 | -2.8 | -1.8 | 6.6 | -3.8 | -1.6 | 3.6
COc1cc(C(=O)N/C(=C\c2cn(C)c3ccccc23)C(=O)NCCN2CCOCC2)cc(OC)c1OC | 0.2 | -3.1 | 1.3 | -2.0 | 6.7 | -2.0 | 1.4 | 0.9 | -4.0
COc1ccc2nc(Nc3sc4c(c3C(N)=O)CCCC4)sc2c1 | -0.4 | -4.5 | 19.1 | -6.5 | 25.7* | 24.2 | 9.7 | -56.6 | 42.0*
Cc1ccc2nc(NC(=O)CN3C(=O)NC4(CCCCC4)C3=O)sc2c1 | 1.6 | -1.1 | 6.5 | -3.4 | 1.8 | -6.2 | 4.0 | 0.4 | -13.1
O=C(Nc1ccc(Cl)c(C(=O)N2CCOCC2)c1)c1ccccc1 | -3.5 | -9.7 | 3.1 | -2.8 | 3.7 | -4.5 | 4.5 | -0.3 | 2.1

(listing goes on)
Molecule | PAFAH2 FP inh | LYPLA2 counter | PAFAH1B3 inh | LYPLA1 counter | pPAFAH inh | PME-1 inh | PAFAH1B2 FP inh | PAD4 FP inh | GSTO1 inh
COC(=O)c1c(NC(=O)CSc2nnc(CNc3ccc(Cl)cc3)o2)sc(C)c1C | -1.4 | 2.4 | 8.8 | 1.3 | 3.0 | -5.4 | 5.0 | -3.7 | 17.1
COc1ccc(Cc2nnc(SCC(=O)N(c3ccccc3)C(C)C)n(N)c2=O)cc1 | 5.3 | 4.9 | 7.3 | 0.6 | 6.2 | 1.6 | 11.6 | -3.9 | -0.7
CO/N=C(/CS(=O)(=O)c1ccc(C)cc1)c1ccc(OC)cc1 | 5.3 | -0.7 | 7.6 | -1.4 | 2.3 | -0.1 | 3.8 | -2.0 | 2.6
CCC(=O)Nc1ccc(-c2csc(NNC(C)=O)n2)cc1 | 1.4 | 4.0 | 3.1 | -0.9 | 0.8 | -1.4 | -2.5 | 0.5 | 6.3
CCCNc1nc2nc3ccccn3c(=O)c2cc1C(=O)NCCN1CCOCC1 | -4.8 | -2.0 | -2.6 | -1.5 | 4.1 | -2.2 | 2.0 | -5.7 | -0.1
O=C(NCc1ccccc1)C(c1ccccc1F)N(CC1CCCO1)C(=O)c1ccccn1 (stereo not given) | -5.6 | 0.1 | 5.1 | 3.5 | 4.9 | -1.5 | 2.5 | 0.5 | 1.0
CSc1nc(N)nc(SCCS(=O)(=O)c2ccc(Cl)cc2)c1C#N | -3.3 | -2.7 | -8.4 | 4.8 | -3.6 | 2.2 | 25.3* | 4.1 | 6.5
Cc1ccnc(SCC(=O)Nc2sc3c(c2C#N)CCC(C(C)(C)C)C3)n1 (stereo not given) | 3.6 | -1.8 | 8.8 | -0.4 | -2.0 | 0.0 | 4.5 | 5.7 | -1.8
O=C(NC1CCCCC1)c1cc(-c2ccccc2Cl)on1 | -0.6 | -6.1 | -3.1 | -0.1 | 0.2 | -2.6 | 1.3 | 3.4 | 11.4
O=C(CSCc1cccc(F)c1)N1CCN(c2ccccc2)CC1 | -4.1 | 3.1 | 1.1 | 1.3 | 7.6 | 2.4 | 3.7 | 0.2 | 6.6
N#CC1(NC(=O)COC(=O)C23CC4CC(CC(O)(C4)C2)C3)CCCCC1 | 48.2* | 1.1 | 9.1 | 7.9 | 7.6 | -0.5 | 3.7 | -0.2 | 3.5
Cc1cc2c(cc1C)-c1nnnn1C(C)(C)C2 | -0.3 | 5.3 | 9.0 | 4.4 | 2.9 | 3.1 | 3.7 | 2.9 | 4.3
NS(=O)(=O)c1ccc(-n2cccc2C=O)cc1 | -2.7 | -2.9 | -7.6 | -0.6 | -5.1 | -5.6 | -2.1 | -3.5 | 3.1
O=C(O)/C=C/C(=O)Nc1ccc(Cc2ccc(NC(=O)/C=C/C(=O)O)cc2)cc1 | 6.3 | 3.2 | -6.6 | 0.3 | -0.1 | -0.5 | 9.4 | 1.7 | 19.3
OC(CN1CCCCCC1)CN(c1ccccc1)c1ccccc1 (stereo not given) | -0.3 | 4.3 | 0.1 | 1.6 | 6.7 | -2.7 | 3.9 | -5.5 | -6.4
O=C(Nc1ccc(C(=O)N2CCOCC2)cc1)c1cnn2c(C(F)F)cc(-c3ccccc3)nc12 | 2.3 | -1.9 | 4.5 | 2.5 | -0.4 | 0.7 | -0.2 | -0.7 | 0.1
O=C1NC(=Nc2ccccc2Cl)S/C1=C\c1cc([N+](=O)[O-])ccc1O | 44.2* | 4.0 | 60.7* | 27.1* | 40.8* | -19.5 | 28.1* | -11.1 | -36.7
CC(C)c1c(C(=O)N/N=C/c2c[nH]c3ccccc23)nnn1-c1nonc1N | -2.8 | -0.8 | -0.5 | -8.2 | 0.5 | 1.2 | 0.0 | -10.1 | 1.4
Cc1ccc(S(=O)(=O)N(C)CC(=O)N2CCN(Cc3ccc4c(c3)OCO4)CC2)cc1 | -1.5 | 4.3 | 11.9 | 3.7 | -1.8 | 4.1 | 4.1 | -5.4 | 1.9
CC(C)(C)n1nc2c(c1NC(=O)c1ccc(Br)o1)CS(=O)C2 (stereo not given) | 13.0 | 8.8 | 7.5 | 2.8 | -1.4 | -7.9 | 0.7 | 4.1 | 1.1
Cc1ccc(S(=O)(=O)N(C)CC(=O)NCC(=O)Nc2ccc(F)c(F)c2F)cc1 | -3.4 | / | 5.4 | / | -0.7 | / | 3.1 | 1.2 | /
CC(CCc1ccccc1)NC(=O)CN1CCN(c2ccc(O)cc2)CC1 (stereo not given) | 0.5 | 8.3 | -3.1 | 1.1 | 12.2 | 9.2 | -2.3 | -3.0 | 38.1*
Cn1c(=O)oc2cc(S(=O)(=O)N3CCCC3)ccc21 | 3.4 | -7.7 | 7.2 | -2.3 | 5.2 | 6.0 | -1.0 | 1.1 | 0.0
COc1cc(CN(CCc2c(C)[nH]c3ccc(C)cc23)C(=S)NC(C)(C)C)cc(OC)c1OC | 6.0 | 7.3 | 4.4 | 4.2 | -1.7 | 1.4 | 6.3 | 1.2 | 1.9
Cc1ccccc1-c1nc2ccccc2[nH]1 | 1.6 | 16.5 | 5.6 | -0.2 | 1.8 | 6.1 | 1.2 | -1.5 | 4.3
Cc1ccccc1C(=O)Nc1cccc(-c2cn3ccccc3n2)c1 | / | -2.4 | / | -2.9 | 2.1 | -0.6 | / | 3.8 | -5.5

An excerpt (hit frequency here may not be typical).
